Tb PFK inh = qHTS Assay to Find Inhibitors of T. brucei phosphofructokinase. 0.17% of 330,000 active. AID 485367, 2010. ATP-dependent 6-phosphofructokinase (Trypanosoma brucei brucei), O15648. Potency, µM (doses to about 57.5 µM), for the others: top-dose activity, negative = inhibition, usual class: inhibitors. T. brucei PFK, ADP-Glo luminescence;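 note: potency is the fitted concentration of half-maximal effect; 0% = uninhibited 1x PFK enzyme wells and -100% = no-enzyme wells; nearly all actives have a fitted effect of over 60% in size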
Target sequence (O15648 whole entry, looked up): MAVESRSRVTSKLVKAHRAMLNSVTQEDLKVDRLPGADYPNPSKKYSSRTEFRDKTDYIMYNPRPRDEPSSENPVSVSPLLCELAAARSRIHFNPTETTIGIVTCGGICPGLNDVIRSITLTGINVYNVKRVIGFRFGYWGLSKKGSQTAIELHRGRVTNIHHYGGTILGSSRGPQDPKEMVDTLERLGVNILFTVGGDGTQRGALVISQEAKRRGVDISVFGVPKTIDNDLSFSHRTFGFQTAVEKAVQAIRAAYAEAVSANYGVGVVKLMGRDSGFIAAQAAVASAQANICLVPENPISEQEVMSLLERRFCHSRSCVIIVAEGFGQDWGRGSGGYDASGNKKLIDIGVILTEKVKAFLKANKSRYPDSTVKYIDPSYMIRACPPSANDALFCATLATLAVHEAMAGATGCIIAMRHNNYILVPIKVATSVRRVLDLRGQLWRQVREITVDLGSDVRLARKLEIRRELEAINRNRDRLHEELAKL
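PFK 1.25 nM, F6P 0.5 mM, ATP 0.1 mM, 0.1 M TEA pH 8.0, 5 mM MgCl2, 0.01% Tween20, 0.1% BSA; 45 min RT. ADP-Glo readout. qHTS titration up to 57 uM; curves fitted, compounds curve-classed.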
a7 integrin act = qHTS for Activators of Integrin-Mediated Alleviation for Muscular Dystrophy | AID 624291, 2012 | alpha7betagal myoblasts, beta-gal FDG fluorescence, 48 h | 0.064% of 350,000 active | Potency, µM (highest dose often 38.3 µM), for inactives: at the top dose activation, usual class: activators;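 note: potency is the fitted concentration of half-maximal effect; 100% = response of the positive control SU9516; nearly all actives have a fitted effect of over 60% in size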
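alpha7betagal+/- myoblasts (passage 13, 250/well) treated 48 h at 37C with compounds at 1:260 dilution of DMSO stock. Lysed, then beta-galactosidase activity read as FDG fluorescence (ex 480/em 540) after 30 min, with pre-read for autofluorescence.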
TSHR antagonist = Antagonists of the Thyroid Stimulating Hormone Receptor: HTS campaign. Thyrotropin receptor (Homo sapiens), P16473. TSHR-expressing cells, TSH-stimulated cAMP HTRF, 2 h; hits give low values. activity change, negative = inhibition, % at 11.5 µM. 0.2% of 330,000 active;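 active = activity change below a set negative limit, meaning inhibition stronger than a set level, cut at about -70% in these data; inconclusive = activity change between two set negative limits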; note: % is set by controls: 0 for no effect and ±100 for the full control effect
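Read-out is FRET at 665 nm (cryptate excitation 337 nm) from a cryptate-tagged anti-cAMP antibody, competed by cell cAMP against cAMP-d2. Compounds are tested on freshly harvested TSHR cells challenged with 4nM TSH (EC80) for 2 hours at 37 deg C.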
Eya2 phos inh = qHTS Assay for Inhibitors of the Phosphatase Activity of Eya2; recombinant Eya2, OMFP fluorescence dephosphorylation (OMFP is methylfluorescein phosphate); AID 488837, 2010; Potency, µM (highest dose often 76.9 µM), for inactives: at the top dose activity, negative = inhibition, most hits filed as inhibitors; 0.006% of 330,000 active; Protein phosphatase EYA2 (Homo sapiens), O00167; note: potency is the fitted concentration of half-maximal effect; % is set by controls: 0 for no effect and ±100 for the full control effect
Target sequence (O00167 whole entry, looked up): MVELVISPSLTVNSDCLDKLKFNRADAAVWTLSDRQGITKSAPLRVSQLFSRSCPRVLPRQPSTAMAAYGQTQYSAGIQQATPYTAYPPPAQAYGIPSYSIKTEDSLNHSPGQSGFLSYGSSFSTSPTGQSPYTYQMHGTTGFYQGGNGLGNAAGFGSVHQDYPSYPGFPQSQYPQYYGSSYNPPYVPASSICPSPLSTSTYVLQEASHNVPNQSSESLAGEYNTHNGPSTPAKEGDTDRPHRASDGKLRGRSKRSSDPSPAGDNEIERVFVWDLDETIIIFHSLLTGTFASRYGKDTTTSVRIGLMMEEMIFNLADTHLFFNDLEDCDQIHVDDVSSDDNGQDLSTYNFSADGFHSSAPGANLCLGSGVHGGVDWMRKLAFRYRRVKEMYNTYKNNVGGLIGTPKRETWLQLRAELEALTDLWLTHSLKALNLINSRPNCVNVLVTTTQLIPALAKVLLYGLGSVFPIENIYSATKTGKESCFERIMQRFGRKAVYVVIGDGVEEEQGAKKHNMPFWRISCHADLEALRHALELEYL
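Eya2 protein (added as 0.2 uM solution) was preincubated with compound for 10 min at ambient temperature in 50 mM HEPES pH 7.5, 50 mM NaCl, 5 uM MgCl2, 0.05% BSA, 1 mM DTT. OMFP (added at 50 uM) then reacted 10 min; fluorescence read at 485/525 nm.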
S-ASM inh = Inhibitors of Secretory Acid Sphingomyelinase (S-ASM): qHTS | placental ASM, HMU-PC fluorogenic substrate, 60 min | Potency, µM (series often up to 57.5 µM), inactives show at the highest dose activity change, negative = inhibition, usual class: inhibitors | 0.006% of 340,000 active; note: potency is the fitted concentration of half-maximal effect
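Steps: dispense placental human ASM, pin compound, wait 10 min at room temperature, add HMU-PC0 substrate at 9 uM final, incubate 60 min at 37 °C, add stop solution raising pH to 10, read fluorescence.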
TCR act = Activators of T cell receptors: qHTS campaign; primary human leukocytes, anti-CD3, IL-2 HTRF, 48 h; Potency, µM (top dose mostly 9.22 µM), for inactives: at the highest dose activation of IL-2 secretion, usual class: activators; 330,000 tested, under 10 active; AID 504894, 2011; note: % of control where 0% means no effect
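Compounds are tested in HTS on primary human leukocytes co-incubated with a-CD3 beads for 48 hr. IL-2 output is measured by time-resolved FRET.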
A-T KAP1 phos = qHTS Assay for Identifying a Potential Treatment of Ataxia-Telangiectasia | 0.19% of 320,000 active | […] A-T fibroblasts, KAP-1 phosphorylation AlphaLISA; neocarzinostatin DNA damage 30 min before lysis | Potency, µM (top dose mostly 57.5 µM), for inactives: at the highest dose activation, hits mostly activators; note: potency is the fitted concentration of half-maximal effect; % of control where 0% means no effect; nearly all actives have a fitted effect of over 45% in size
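hTERT-immortalized A-T patient fibroblasts ([…]), 500 cells/well in OPTI-MEM, 1% FBS, got compounds for 60 min, then NCS for 30 min at 37C. Lysates were then assayed for phospho-KAP-1 by AlphaLISA (anti-pKAP1 donor, anti-KAP1 acceptor beads), 6 hr at 25C.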
Mito fusion yeast = qHTS Assay for Small Molecule Inhibitors of Mitochondrial Division or Activators of Mitochondrial Fusion. S. cerevisiae fusion-defective mutant growth rescue, CellTiterGlo 48 h. Potency, µM (titrated, usually from 46.1 µM), for the others: at the highest dose growth rescue (activation), most hits filed as activators. 0.23% of 320,000 active;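 note: potency is the fitted concentration of half-maximal effect; % of control where 0% means no effect; nearly all actives have a fitted effect of over 45% in size; temperature-sensitive fusion mutants such as fzo1-1 at 37 °C on non-fermentable ethanol glycerol medium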
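Luminescent cell viability in 1536-well qHTS format served as the measure of rescued growth in ts fusion-mutant S. cerevisiae cultured on non-fermentable YPEG for 48 hours at 37C.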
BCR signal inh = qHTS Assay to Find Inhibitors of Chronic Active B-Cell Receptor Signaling; Potency, µM (top dose mostly 46.1 µM), without a hit: top-dose ratio change, negative = lower green/red ratio, most hits filed as inhibitors; AID 493014, 2011; 0.05% of 340,000 active; ABC-DLBCL IkBa-CBG/CBR reporter, luminescence ratio, 4 h; active = well fitted inhibition curve with a large enough effect in the signal ratio, with a control signal flat, not every such curve was filed as active; inconclusive = small, poorly fitted or top-dose-only effect, or effect the other way, or a change in a side signal; the % refers to the signal ratio;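 note: potency is the fitted concentration of half-maximal effect; plate controls were basal doxycycline-induced cells for no effect and cells given 10 µM MG132 for full effect; MG132 reads +100%, hits lower the ratio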
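Concentration-response series (up to 46 uM) were applied to TMD8 dual-reporter cells for 4 h at 37C with doxycycline. Green/red ratio, after filter-overlap correction, defined %Activity; red signal alone was normalised to basal cells and zero luminescence.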
ELG1 repair inh = qHTS screen for small molecules that inhibit ELG1-dependent DNA repair in human embryonic kidney (HEK293T) cells expressing luciferase-tagged ELG1 | Potency, µM (highest dose often 46.1 µM), without a hit: top-dose activity change, negative = inhibition, actives largely listed as inhibitors | AID 504467, 2011 | HEK293T ELG1-luciferase reporter, luminescence, 16 h; DNA damage induced by 5-fluorouridine | 2.3% of 330,000 active; note: potency is the fitted concentration of half-maximal effect; % is set by controls: 0 for no effect and ±100 for the full control effect; nearly all actives have a fitted effect of over 55% in size
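Step one: seed 2,000 cells per well. Step two: pin-transfer compound or DMSO alongside 5-fluorouridine. Step three: incubate 16 hr, 37 °C, 5% CO2. Step four: add ONE-Glo, wait 30 min, read luminescence.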
PTAP TSG101 blk = qHTS Assay for Iinhibitors of HIV-1 Budding by Blocking the Interaction of PTAP/TSG101; AID 493005, 2010; 340,000 tested, under 10 active; Fluorescence polarization, FITC-PTAP peptide / Tsg101 binding; Potency, µM (doses to about 115 µM), for the others: at the highest dose activity change, negative = inhibition, actives largely listed as inhibitors; Tumor susceptibility gene 101 protein (Homo sapiens), Q99816; active = well fitted inhibition curve with a large enough effect in the main read-out, with a control signal flat, not every such curve was filed as active; inconclusive = small, poorly fitted or top-dose-only effect, or effect the other way, or a change in a side signal; inactive = no such curve, though single readings can be large or run the other way; note: potency is the fitted concentration of half-maximal effect; % of control where 0% means no effect
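FP read-out: FITC-PTAP peptide, 50 nM final, binding Tsg101 binding domain, 10 uM final; 20 min, r.t.; 10 mM HEPES pH 7.5, 0.15 M NaCl, 0.01% Tween 20, 3 mM EDTA, 0.1 mM TCEP.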
Starred values were filed as active, the others as inactive; ? = inconclusive; / = no result given; [ ] = another dose, or the depositor's remark. Unless noted, calls come from the whole dose curve; as a rule, active = well fitted curve in the direction sought with a large enough effect; inconclusive = small, poorly fitted or top-dose-only effect, or another doubt; inactive = no such curve, though single readings can be large; an effect the other way counts as inactive or inconclusive.

SMILES | Tb PFK inh | a7 integrin act | TSHR antagonist | Eya2 phos inh | S-ASM inh | TCR act | A-T KAP1 phos | Mito fusion yeast | BCR signal inh | ELG1 repair inh | PTAP TSG101 blk
N#CC(C(=O)C12CC3CC(CC(C3)C1)C2)c1nc2ccccc2[nH]1 (stereo not given) | 0% | -20% | -3 | -1% | -23% | -3% | -7% | -2% | 10% | -11% | -4%
CCOc1ccccc1C(=O)NCC(=O)OCC(=O)c1ccc2c(c1)OCCO2 | 3% | -9% | 9 | 2% | 0% | -6% | 0% | 3% | -1% | 8% | -4%
O=C(COc1ccc([N+](=O)[O-])cc1)N(Cc1cccs1)C1CCS(=O)(=O)C1 (stereo not given) | 0% | -12% | -4 | 9% | -1% | 2% | 1% | 11% | -10% | -16% | -2%
CCOc1cccc(-c2nnc3sc(C4CCCCC4)nn23)c1 | -7% | 2% | -10 | -3% | -8% | 9% | 11% | 16% | -1% | 21µM* | -6%
O=C(CC1C(=O)NCCN1CC1CCCCC1)NCc1ccc(F)cc1F (stereo not given) | -10% | 4% | -5 | -3% | 2% | -3% | 7% | -1% | -3% | ? | -1%
CCC(C)NC(=O)Cn1cccc1C(=O)c1ccccc1 (stereo not given) | -3% | 3% | 15 | -14% | 0% | -4% | 9% | -1% | 1% | -12% | -9%
Cc1ccc2nc(SCC(=O)N3CCN(C(=O)c4ccco4)CC3)[nH]c2c1 | -1% | ? | 39 | 3% | 0% | -5%[46.1 µM] | -1% | -1% | 18% | -7% | 0%
COc1ccccc1-c1nnc(NC(=O)c2ccc(S(=O)(=O)N(C)C)cc2)o1 | 4% | -10% | 1 | 0% | -3% | -5% | 1% | -2% | ? | ? | -2%
Cn1cc(CN2CCC(n3nccc3NC(=O)CCCc3ccccc3)CC2)cn1 | -4% | 0% | 2 | 13% | 1% | -3% | 8% | -7% | 0% | -10% | -1%
CC(C)(C)C(=O)Nc1cc2c3c(c1)CCN3C(=O)CC2 | 2% | 9% | -11 | -13% | 5% | -1% | -6% | 22% | -7% | ? | 0%
CC1(C)CC(CNCCC(c2ccc(F)cc2)c2ccco2)CCO1 (stereo not given) | -4% | -37% | 9 | -22% | -3% | -10% | -8% | -5% | 1% | 6% | 0%
CC(C)c1ccc(C(C(=O)NC2CCCCC2)N(C(=O)c2csnn2)C2CC2)cc1 (stereo not given) | 0% | -26% | -1 | 6% | -3% | 0% | -4% | -12% | 3% | -6% | -7%
O=C1/C(=C/c2cccs2)N=C(c2cccs2)N1Nc1ccccc1 | 2% | 9% | 11 | ? | ? | -3% | -1% | 6% | ? | ? | -15%
C[C@@H]1CN(C(=O)c2nc3ccc(Cl)cn3c2CN2CCc3sccc3C2)C[C@H](C)O1 | ? | ? | -7 | 2% | 7% | 12% | 0%[11.5 µM] | -10% | ? | 0% | -7%
CCOC(=O)c1cc2c(nc1N)CC(C)(C)OC2 | -3% | 23% | -11 | 2% | 43%[activator] | -1%[46.1 µM] | / | 1% | 14% | ? | -7%
N#CCOC(=O)c1c2c(nc3ccccc13)CCC2 | -1% | -1% | -5 | 5% | -2% | 4% | -5% | 7% | -4% | ? | -4%
CCN(C(=O)Cn1c(=O)oc2ccccc21)c1cccc(C(F)(F)F)c1 | 3% | 17% | 3 | -36% | 0% | 2% | 6% | 5% | -1% | 6% | -3%
CCCn1ncc(CN2CCC(CO)(CC3CCCCO3)CC2)c1C (stereo not given) | -6% | 2% | 7 | 1% | -2% | -3% | -2% | -2% | -2% | 2% | 5%
CCN(CCO)Cc1cc(=O)oc2cc3c(cc12)CCC3 | 1% | -1% | -3 | -7% | 3% | / | -6% | -3% | -7% | 1% | 0%
O=C(Nc1ccc(CN2CCOCC2)cc1)c1ccc(N2CCCC2)c([N+](=O)[O-])c1 | -3% | -23% | -6 | 3% | -6% | -17% | 1% | 6% | 0% | -15% | 0%
[O-][n+]1c2c(nn1-c1ccc(Cl)c(Cl)c1)-c1nonc1CC2 | 0% | 20% | -6 | 3% | 2% | 5% | 1% | -9% | 0% | 6% | 0%
Nc1ccccc1C#Cc1ccccc1 | -4% | 12% | -4 | 1% | 8% | 7% | -1% | 1% | 8% | ? | 0%
Cc1cc(C)cc(NC(=O)CN2C(=O)NC(Cc3c[nH]c4ccccc34)C2=O)c1 (stereo not given) | 0% | 24% | -7 | 1% | -3% | 6% | -4% | / | 8% | -2% | -6%
COC(=O)c1ccc(NC(=O)CCS(=O)(=O)c2ccc3c(c2)NC(=O)C(C)S3)cc1 (stereo not given) | 0% | -14% | -5 | -1% | -4% | 2% | 7% | 0% | 0% | ? | -5%
O=C(/C=C/c1ccc([N+](=O)[O-])cc1)Oc1ccc(/C=N/NC(=O)c2ccncc2)cc1 | 4% | -22% | -3 | -2% | 3% | 1% | 7% | 0% | 2% | 4% | 0%

(further entries)
SMILES | Tb PFK inh | a7 integrin act | TSHR antagonist | Eya2 phos inh | S-ASM inh | TCR act | A-T KAP1 phos | Mito fusion yeast | BCR signal inh | ELG1 repair inh | PTAP TSG101 blk
O=C(CCS(=O)(=O)Cc1ccccc1F)NCc1ccccc1Cl | 2% | 6% | -5 | 0% | 3% | -4% | -3% | 1% | 2% | 2% | -1%
CCN1CCN(C(=O)C2CCCN(c3ncnc4c3nc3n4CCCCC3)C2)CC1 (stereo not given) | -4% | 33% | 27 | 9% | 3% | 4% | 18% | -4% | 0% | ? | -2%
Cc1cc(C)c(C#N)c(SCC(=O)C2CC2)n1 | -3% | 18% | -6 | 10% | / | 3% | 29% | 4% | 8% | ? | -2%
O=C(Oc1ccc(-c2cnc3ccccc3n2)cc1)c1ccc(Cl)c([N+](=O)[O-])c1 | -1% | 11% | 0 | -1% | 0% | 2% | -4% | 5% | 24% | ? | 1%
CC1CCN(C(=O)c2ccc(N3CCOCC3)c([N+](=O)[O-])c2)CC1 | -1% | 5% | 5 | 3% | -9% | / | -5% | / | 8% | 13% | -7%
CCN(CC)S(=O)(=O)c1ccc(N2CCCC2)c(NC(=O)Cc2cc(OC)c(OC)c(OC)c2)c1 | -1% | ? | -10 | 22% | 5% | -3% | -3% | -2% | -4% | -11% | -1%
CCc1ccccc1NC(=O)N[C@@H](C)C(=O)O | 1% | 24% | 2 | -1% | -1% | 5% | 7% | -1% | -1% | -5% | -5%
CC(/C=N\N1CCN(Cc2ccc(C)cc2)CC1)=C\c1ccccc1 | 2% | 11% | -9 | 18% | 0% | -3%[46.1 µM] | -6% | 7% | 1% | 14% | 0%
CN1C(C(=O)NCc2cccc(Br)c2)CC2Cn3c(nc4cc(Cl)c(Cl)cc43)C21 (stereo not given) | -22% | -3% | 8 | 0% | -2% | -1% | 32% | 18% | 5% | 0% | -3%

From PubChem
